Source: PubChem BioAssay
UHRF1 MBD2 ctr – UHRF1 methylated DNA binding inhibitors, primary screen, counter-screen for MBD2 inhibitor project, biochemical, TR-FRET, human UHRF1, single concentration; E3 ubiquitin-protein ligase UHRF1 (Homo sapiens), Q96T88; UHRF1 binding to methylated oligo; inhibition, % at 4.4 µM; 370,000 compounds, 0.75% hits; in the data active means inhibition above about 21%;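 further: UHRF1 SRA domain binding a hemimethylated CpG hairpin DNA probe; 0% = median of test compound wells and 100% = reference inhibitor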
TDP2 absorb – human TDP2 enzyme inhibitors, primary screen, biochemical, epi absorbance, recombinant enzyme; T5PNP hydrolysis, p-nitrophenol absorbance 415 nm; inhibition, % at 12.8 µM; 370,000 compounds, 0.34% hits; AID 720702, 2013; Tyrosyl-DNA phosphodiesterase 2 (Homo sapiens), O95551;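 active means inhibition above the mean of all tested compounds plus 3 SD, set per campaign, cut at about 25% in these data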;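 further: 0% = DMSO with enzyme and 100% = buffer with substrate but no TDP2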
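test system = human TDP2 enzyme | input = TDP2 enzyme at 120 nM final | medium = 50 mM Tris-HCl pH 7.5 with Mg2+, KCl, DTT, BSA | also added = T5PNP substrate, 5 mM | times = 2 h at 37 °C | technique = epi absorbance | benchmarks = high control without enzyme, low control DMSO plus TDP2 | replication = each compound tested once, singlicate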
MBD2 inh – inhibitors of MBD2 binding to methylated DNA, primary screen, biochemical, TR-FRET, DNA-binding domain, human; Methyl-CpG-binding domain protein 2 (Homo sapiens), Q9UBB5; MBD2 binding to methylated oligonucleotide; inhibition, % at 4.4 µM; 370,000 compounds, 0.31% hits; in the data active means inhibition above about 13%
TCR-CD3 inh – inhibitors of human TCR-CD3 interaction, primary screen, biochemical, fluorescence, TAMRA-labeled TCR probe. T-cell receptor (TCR). inhibition, % at 9.4 µM. 360,000 compounds, 0.37% hits. AID 651800, 2012; in the data active means inhibition above about 19%;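 further: recombinant mutant TCR 2C K166C tagged with TAMRA read by polarization; 0% = receptor in buffer alone and 100% = receptor with positive control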
LEDGF integ inh – blockers of LEDGF/p75-dependent integrase strand transfer – biochemical, TR-FRET, high throughput, primary screen | HIV-1 integrase (with human LEDGF/p75) | TR-FRET IN-LEDGF/p75 DNA integration, Eu/Cy5 | inhibition, % at 3.7 µM | 370,000 compounds, 0.64% hits;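 active means inhibition above the screen-wide mean plus 3 SD, cut at about 13% in these data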;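 further: signal is the Cy5 over europium emission ratio at 671 and 618 nm; 0% = plate median of compound wells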
PRMT1 FP inh – PRMT1 methyltransferase inhibitors, primary screen, biochemical, fluorescence polarization | Protein arginine N-methyltransferase 1 (Homo sapiens), Q99873 | inhibition, % at 2.79 µM | recombinant PRMT1, activity-based probe fluorescence polarization | 370,000 compounds, 1.3% hits;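 active means inhibition above about 21% made by adding two undisclosed values, limit read from the data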
proKLK7 act – proKLK7 zymogen activators, primary screen, biochemical, fluorescence intensity; Kallikrein-7 (Homo sapiens), P49862; purified proKLK7, EDANS-DABCYL substrate fluorescence; 100% is mature enzyme control, 0% vehicle; activation, % at 7 µM; 370,000 compounds, 0.9% hits;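 active means activation above the mean of all tested compounds plus 3 SD, computed per campaign excluding outliers beyond control limits, cut at about 13% in these data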
Tn7 DDE FP – inhibitors of Tn7 peptide binding to fibrin DD(E), primary screen, biochemical, fluorescence polarization, human fibrin, Tn7 probe; 370,000 compounds, 0.13% hits; inhibition, % at 8.3 µM; Fibrinogen beta chain (Homo sapiens), P02675; FP displacement of FITC-Tn7 peptide from fibrin DD(E); 0% = median of compound wells per plate;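 active means inhibition above the mean of compounds falling within the control limits plus 3 SD of them, cut at about 14% in these data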;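 further: 0% = plate median of compound wells and 100% = 10 µM Aha-Tn7 peptide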
Target sequence (P02675 whole entry, looked up): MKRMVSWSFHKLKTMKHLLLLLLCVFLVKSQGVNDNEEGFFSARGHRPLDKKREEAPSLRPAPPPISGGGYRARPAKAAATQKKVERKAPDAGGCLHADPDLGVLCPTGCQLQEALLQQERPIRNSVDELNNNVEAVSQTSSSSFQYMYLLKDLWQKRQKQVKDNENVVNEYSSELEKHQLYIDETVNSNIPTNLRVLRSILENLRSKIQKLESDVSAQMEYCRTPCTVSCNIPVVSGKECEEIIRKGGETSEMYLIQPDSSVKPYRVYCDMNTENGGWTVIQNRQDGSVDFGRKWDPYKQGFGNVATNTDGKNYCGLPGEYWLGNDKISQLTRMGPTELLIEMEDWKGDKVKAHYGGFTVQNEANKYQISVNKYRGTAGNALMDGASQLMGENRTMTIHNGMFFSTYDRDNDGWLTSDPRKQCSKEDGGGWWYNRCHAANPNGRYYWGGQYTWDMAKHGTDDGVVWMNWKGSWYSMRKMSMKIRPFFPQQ
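Assay system: Fibrin-DD(E) protein isolated from polymerized human fibrin clots; read-out basis: percent inhibition; medium: Tris/NaCl/CaCl2 buffer, pH 7.8; signal: FP measurement; incubation: 10 min plus 3 h, room temperature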
Tn6 DDE FP – inhibitors of Tn6 peptide binding to fibrin DD(E), primary screen, biochemical, fluorescence polarization, human fibrin, Tn6 probe | inhibition, % at 8.3 µM | Fibrinogen beta chain (Homo sapiens), P02675 | Fibrin DD(E) TRITC-Tn6 fluorescence polarization displacement | 370,000 compounds, 0.21% hits;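 active means inhibition above a per-campaign cutoff: mean of compounds within control limits plus 3 SD, cut at about 15% in these data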;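 further: 0% = median of all compound wells on the plate and 100% = blocking peptide control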
SIAE primary – human SIAE inhibitors, primary screen, biochemical, fluorescence polarization, FP-Rh probe, 1536-well HTS. Sialate O-acetylesterase (Homo sapiens), Q9HAT2. SIAE FP-Rh probe binding. inhibition, % at 9.66 µM. 370,000 compounds, 0.69% hits. AID 1053197, 2014;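 active means inhibition above a cutoff: mean of compounds within the control limits plus 3 SD of those, cut at about 17% in these data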;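 further: 0% = plate median of compound wells and 100% = probe without SIAE protein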
Target sequence (Q9HAT2 whole entry, looked up): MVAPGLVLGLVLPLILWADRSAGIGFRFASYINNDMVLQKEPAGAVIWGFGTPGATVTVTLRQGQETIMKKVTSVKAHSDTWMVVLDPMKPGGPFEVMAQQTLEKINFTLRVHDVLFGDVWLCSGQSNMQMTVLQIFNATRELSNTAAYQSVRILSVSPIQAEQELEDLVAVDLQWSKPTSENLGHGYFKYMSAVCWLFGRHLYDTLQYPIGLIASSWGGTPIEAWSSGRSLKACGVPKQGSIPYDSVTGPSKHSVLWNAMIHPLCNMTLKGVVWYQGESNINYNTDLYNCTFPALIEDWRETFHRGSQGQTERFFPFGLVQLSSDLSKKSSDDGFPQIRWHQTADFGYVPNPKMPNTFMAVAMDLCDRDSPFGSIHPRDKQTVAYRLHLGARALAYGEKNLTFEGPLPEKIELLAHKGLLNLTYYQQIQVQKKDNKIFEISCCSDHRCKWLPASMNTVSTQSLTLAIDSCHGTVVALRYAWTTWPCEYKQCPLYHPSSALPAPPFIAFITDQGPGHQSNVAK
Active calls of the source: *; . = not tested or not shown.

SMILES	UHRF1 MBD2 ctr	TDP2 absorb	MBD2 inh	TCR-CD3 inh	LEDGF integ inh	PRMT1 FP inh	proKLK7 act	Tn7 DDE FP	Tn6 DDE FP	SIAE primary
COc1ccc(N=C2SCC(c3ccccc3)=NN2C)cc1	-1	-3	0	0	-1	-3	0.3	-1	0	6
Oc1ccc(/C=N/Nc2nc(-c3ccccc3F)nc3ccccc23)c(O)c1	-1	7	-3	-2	-4	2	-1.6	-3	5	5
CN(C(=O)c1ccc2c(c1)CCO2)C(C)(C)C	-2	-1	1	-8	-1	7	-0.1	2	-1	1
CCOc1ccc(NS(=O)(=O)c2ccc3c(c2)CCN3C(C)=O)cc1	1	16	1	13	0	-3	-0.5	3	-4	1
COc1ccc(CNc2ccc3cn[nH]c3c2)c(OC)c1OC	-12	19	-11	-2	5	2	0.0	-3	3	9
C/C(=N\NC(=O)CN1CCN(Cc2ccc(C)cc2)CC1)c1ccncc1	2	-2	-2	-4	1	0	0.1	-2	-5	-5
O=C(/C=C/c1ccc(Cl)c(Cl)c1)N1CCOCC1	2	5	4	-5	-3	-1	-0.8	5	-5	-3
Cc1ccccc1-n1ncc2c1CC(C)(C)CC2NC(=O)c1cn[nH]c1C (centres undefined)	1	-10	-6	-3	5	2	0.4	5	3	0
O=C(O)c1ccc(/C=N/Nc2cccc(C(F)(F)F)c2)cc1	-1	-5	-2	8	-1	5	-0.6	2	0	3
COc1ccc(CNC(=O)Cn2nc(-c3ccc4c(c3)OCCO4)ccc2=O)cc1	-3	0	1	5	3	-1	-0.9	0	1	2
Cc1ccc(/C=C2\C(=N)N3N=C(CC(=O)N4CCCCC4)SC3=NC2=O)cc1	6	-2	-3	6	5	-3	-0.3	-4	-1	2
CC(C)NC(=O)CC(=O)N/N=C/c1ccccc1F	1	3	0	0	-1	1	0.1	3	-2	-2
O=C(NCCC1CCCCN1S(=O)(=O)c1ccccc1)C(=O)NCc1ccccc1 (centres undefined)	0	-4	3	2	1	3	-0.3	2	-2	-9
N#C/C(=N\Nc1ccc(S(=O)(=O)N2CCc3ccccc32)cc1)C(N)=S	-5	-4	-9	-2	-8	1	-0.6	6	5	12
Cc1cn(CCC(=O)Nc2ccc(N3CCOCC3)cc2)c2ccccc12	-2	4	1	4	-1	-3	0.3	1	10	9
O=C1CCC(=O)N1c1ccc(NC2CCN(Cc3ccccc3)CC2)c([N+](=O)[O-])c1	-3	-4	0	0	1	0	-0.5	4	4	3
COc1ccccc1NC1CCCCC1NS(=O)(=O)c1ccccc1 (centres undefined)	-5	7	-10	4	1	-2	0.2	12	1	7
CC(OC(=O)c1ccco1)C(=O)NC1CCCCC1 (centres undefined)	-1	9	-4	-2	-1	-2	0.1	-5	2	2
Cc1cccc(NC(=O)c2nc[nH]c2C(=O)NCC(=O)OC(C)(C)C)c1	0	7	-2	0	0	2	-0.1	0	-4	-10
Cc1cc(C)cc(NC(=O)CSc2nc(N)c(NC(=O)c3cccs3)c(=O)[nH]2)c1	2	12	5	-5	-4	6	-0.9	8	0	2
Cc1oc(C(C)(C)C)cc1C(=O)NCc1ccc2c(c1)OCO2	4	-12	7	3	1	-1	-0.1	3	1	8
O=C(c1cccc2ccccc12)N1CCN(CC2CC=CCC2)CC1 (centres undefined)	4	7	6	2	2	0	-0.8	5	5	11
O=C(Nc1nc2ccc([N+](=O)[O-])cc2s1)c1ccncc1	0	7	1	4	-5	-2	0.1	1	-14	-5
COCCn1c(COc2ccccc2)nnc1SCC(N)=O	-1	7	1	2	-2	-1	-0.1	2	4	-1
Cc1nc2ccc(NC(=O)C(F)(F)F)cc2o1	0	-2	-1	3	-2	-5	0.6	-3	8	-2
O=C1NC(Cc2ccccc2)c2nc3ccccc3c(=O)n2-c2ncccc21 (centres undefined)	1	1	0	1	0	3	0.9	-3	-2	4
CC(=O)c1cccc(NC(=O)CN(C)Cc2ccc(OC(F)F)cc2)c1	1	-2	3	-1	-5	3	-0.4	12	2	1
CN1C(=O)/C(=C/C=C2/CCCN2C)N(C)C1=S	5	10	0	-5	0	3	-0.2	-4	0	4
Cc1c(-c2ccccc2)nc(N)c(C#N)c1-c1cccnc1	-1	-6	1	2	-1	7	-0.1	-8	-7	-1
CCCN(CCC)C(=O)c1cc2c(=O)n3cccc(C)c3nc2s1	-6	15	-6	-2	4	-4	11	-8	-4	2
COc1ccc(N2C(=O)CSC23C(=O)N2c4c(cccc43)C(C)=CC2(C)C)cc1 (centres undefined)	-4	-17	-3	4	7	5	0.3	0	-6	2
FC(F)(F)c1ccc(Cn2ccc3ccc(-c4ccc5ccn(Cc6ccccc6)c5c4)cc32)cc1	-2	-4	-9	.	4	3	-0.8	-1	3	3
Cc1ccc2nc3c(c(C(=O)OCC(=O)N(C)C4CCS(=O)(=O)C4)c2c1)CCCC3 (centres undefined)	-1	-5	6	0	2	-5	0.3	-1	7	2
CN1C(C(=O)c2ccccc2)=C(N)c2ccccc2S1(=O)=O	-1	9	1	1	4	0	0.5	3	-6	3
Fc1cc2[nH]cnc2cc1Cl	3	-3	8	-8	2	5	0.2	2	0	-8
CSCC[C@H](NS(=O)(=O)c1ccc(C(C)=O)cc1)c1nnc2ccccn12	12	8	-1	3	4	6	-0.3	5	0	-4
CC(C)(C)OC(=O)C[C@H]1C/C=C\C[C@H](CC(=O)N[C@H](CO)Cc2ccccc2)C(=O)N2CCC[C@@H]2COC1=O	0	0	-6	-3	-3	-3	-0.1	1	4	0
O=C1C(Cc2cccc([N+](=O)[O-])c2)S/C(=N/N=C/c2ccco2)N1c1ccccc1 (centres undefined)	1	9	0	5	-2	-3	-0.6	5	0	-7
CCOC(=O)N1CCN(c2nc(C)c3c(n2)CCCC3=O)CC1	1	5	-1	4	0	0	-0.2	-3	8	14
Cc1cc(C)c(S(=O)(=O)Nc2ccnc(-c3cccnc3)n2)c(C)c1	-2	1	-5	6	-5	-1	0.3	2	3	-4

Seven compounds from above, ordered by the number in LEDGF integ inh, rising:
Molecule,TDP2 absorb,MBD2 inh,TCR-CD3 inh,LEDGF integ inh,PRMT1 FP inh,proKLK7 act,Tn7 DDE FP,Tn6 DDE FP,SIAE primary
N#C/C(=N\Nc1ccc(S(=O)(=O)N2CCc3ccccc32)cc1)C(N)=S,-4,-9,-2,-8,1,-0.6,6,5,12
Cc1cc(C)cc(NC(=O)CSc2nc(N)c(NC(=O)c3cccs3)c(=O)[nH]2)c1,12,5,-5,-4,6,-0.9,8,0,2
O=C(/C=C/c1ccc(Cl)c(Cl)c1)N1CCOCC1,5,4,-5,-3,-1,-0.8,5,-5,-3
Cc1cn(CCC(=O)Nc2ccc(N3CCOCC3)cc2)c2ccccc12,4,1,4,-1,-3,0.3,1,10,9
CCOc1ccc(NS(=O)(=O)c2ccc3c(c2)CCN3C(C)=O)cc1,16,1,13,0,-3,-0.5,3,-4,1
O=C(NCCC1CCCCN1S(=O)(=O)c1ccccc1)C(=O)NCc1ccccc1 (centres undefined),-4,3,2,1,3,-0.3,2,-2,-9
Fc1cc2[nH]cnc2cc1Cl,-3,8,-8,2,5,0.2,2,0,-8

Further entries:
SMILES	UHRF1 MBD2 ctr	TDP2 absorb	MBD2 inh	TCR-CD3 inh	LEDGF integ inh	PRMT1 FP inh	proKLK7 act	Tn7 DDE FP	Tn6 DDE FP	SIAE primary
NC(=O)N/N=C/c1c(F)cccc1F	5	1	4	-1	-8	2	-0.5	1	-4	-2
O=S(=O)(c1ccccc1)[C@@]1(c2ccccc2)C[C@@H]2ON=C(c3cccc(Br)c3)[C@@H]2C1	-2	2	2	-7	-2	-2	0.5	2	-1	1
O=S(=O)(NCc1csc(-c2cccs2)n1)c1cccc(C(F)(F)F)c1	0	12	-1	2	-2	-6	0.8	11	-3	6
O=[N+]([O-])c1cc(S(=O)(=O)Nc2ccccc2)ccc1N1CCN(c2ccccc2)CC1	1	-3	1	7	0	2	0.4	11	0	-13
Cc1ccccc1C(=O)Nc1cc(C(F)(F)F)ccc1-n1cncn1	-2	8	3	0	1	2	-0.7	-1	-1	5
CCc1ccc(CN2CCN(C(=O)c3ccco3)CC2)cc1	1	23	-6	1	1	3	-0.1	3	-3	13
CCOc1cccc(CNc2ccc(O)cc2)c1OCc1ccc(Cl)cc1Cl	-3	-3	-7	27*	10	15	-0.2	0	28*	32*
CCOCCc1nnc(NC(=O)c2cccs2)s1	11	7	9	1	1	3	-0.5	0	-1	1
O=C(CNC(=O)c1nc[nH]c1C(=O)N1CCN(c2ccccc2)CC1)OCc1ccccc1	0	6	3	2	0	-1	-0.1	-2	2	-3
O=C(NC[C@@H]1CCCO1)c1cccc2c1C(=O)c1ccc(Cl)cc1S2(=O)=O	-2	9	-2	1	0	2	-0.3	8	-3	-3
CCS(=O)(=O)C1=NN2C(=N)/C(=C\c3ccc(OC(=O)c4ccco4)c(OC)c3)C(=O)N=C2S1	1	-5	2	-10	-6	5	0.5	-4	-7	-5

Retrieved by structure from above:
SMILES	UHRF1 MBD2 ctr	TDP2 absorb	MBD2 inh	TCR-CD3 inh	LEDGF integ inh	PRMT1 FP inh	proKLK7 act	Tn7 DDE FP	Tn6 DDE FP	SIAE primary
Cc1cn(CCC(=O)Nc2ccc(N3CCOCC3)cc2)c2ccccc12	-2	4	1	4	-1	-3	0.3	1	10	9
CCOC(=O)N1CCN(c2nc(C)c3c(n2)CCCC3=O)CC1	1	5	-1	4	0	0	-0.2	-3	8	14
FC(F)(F)c1ccc(Cn2ccc3ccc(-c4ccc5ccn(Cc6ccccc6)c5c4)cc32)cc1	-2	-4	-9	.	4	3	-0.8	-1	3	3
COc1ccc(N=C2SCC(c3ccccc3)=NN2C)cc1	-1	-3	0	0	-1	-3	0.3	-1	0	6
